# PRMT1 FP inh: blocks human protein arginine methyltransferase 1; Q99873; recombinant PRMT1, activity-based probe fluorescence polarization; inhibition, % at 2.79 µM; 370,000 tested, 1.3% active;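 active = inhibition above about 21% made by adding two undisclosed values, limit read from the data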
# Tn7 DDE FP: DD(E)-Tn7 binding inhibition, primary FP screen | P02675 | FP displacement of FITC-Tn7 peptide from fibrin DD(E); 0% = median of compound wells per plate | inhibition, % at 8.3 µM | 370,000 tested, 0.13% active | AID 720508;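 active = inhibition above the mean of compounds falling within the control limits plus 3 SD of them, cut at about 14% in these data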;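 note: 0% = plate median of compound wells and 100% = 10 µM Aha-Tn7 peptide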
# Target sequence (P02675 whole entry, looked up): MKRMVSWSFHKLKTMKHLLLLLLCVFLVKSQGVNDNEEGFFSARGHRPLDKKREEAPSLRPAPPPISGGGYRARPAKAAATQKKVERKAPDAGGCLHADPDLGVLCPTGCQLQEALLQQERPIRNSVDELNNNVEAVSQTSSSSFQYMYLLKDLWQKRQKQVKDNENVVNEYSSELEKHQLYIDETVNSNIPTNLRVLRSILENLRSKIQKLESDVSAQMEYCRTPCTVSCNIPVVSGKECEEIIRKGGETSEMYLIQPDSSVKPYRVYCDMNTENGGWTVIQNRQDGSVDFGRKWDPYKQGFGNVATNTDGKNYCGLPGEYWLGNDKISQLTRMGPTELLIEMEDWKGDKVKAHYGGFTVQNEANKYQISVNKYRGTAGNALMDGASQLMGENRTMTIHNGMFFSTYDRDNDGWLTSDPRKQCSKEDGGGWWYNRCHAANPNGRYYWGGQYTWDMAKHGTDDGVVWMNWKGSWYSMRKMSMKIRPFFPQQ
#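 Assay system: Human fibrin DD(E) protein | Medium: Tris buffer with calcium and detergent, pH 7.8 | Reagent: 0.1 µM fluorescent Tn7 | Compound dosing: Single point at 8.3 µM | Times: 10 min preincubation, 3 h with tracer, room temperature | Detection: Fluorescence polarization of the labelled Tn7 tracer | Controls: Aha-Tn7 high control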
# TDP2 absorb: blocks human TDP2 phosphodiesterase activity | O95551 | recombinant TDP2, T5PNP hydrolysis, p-nitrophenol absorbance 415 nm | inhibition, % at 12.8 µM | 370,000 tested, 0.34% active;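 active = inhibition above the mean of all tested compounds plus 3 SD, set per campaign, cut at about 25% in these data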;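 note: 0% = DMSO with enzyme and 100% = buffer with substrate but no TDP2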
#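 Material: recombinant human TDP2; quantity: TDP2 enzyme at 120 nM final; medium: Tris-HCl pH 7.5 with MgCl2; compound: single concentration, 12.8 µM nominal, with 1% DMSO; incubation: 2 h enzyme incubation at 37 °C; signal: epi absorbance; measure: percent inhibition; benchmarks: high control without enzyme, low control DMSO plus TDP2; repeats: singlicate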
# SIAE primary: inhibitors of human sialic acid acetylesterase SIAE. 370,000 tested, 0.69% active. SIAE FP-Rh probe binding, fluorescence polarization. inhibition, % at 9.66 µM. Q9HAT2;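 active = inhibition above a cutoff: mean of compounds within the control limits plus 3 SD of those, cut at about 17% in these data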;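 note: 0% = plate median of compound wells and 100% = probe without SIAE protein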
# LEDGF integ inh: blocks HIV-1 LEDGF/p75-dependent DNA integration | 370,000 tested, 0.64% active | inhibition, % at 3.7 µM | TR-FRET IN-LEDGF/p75 DNA integration, Eu/Cy5;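 active = inhibition above the screen-wide mean plus 3 SD, cut at about 13% in these data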;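 note: signal is the Cy5 over europium emission ratio at 671 and 618 nm; 0% = plate median of compound wells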
# UHRF1 binding: blocks human UHRF1 binding to methylated DNA. Q96T88. UHRF1 binding to methylated oligo, TR-FRET. inhibition, % at 4.4 µM. 370,000 tested, 0.75% active. AID 687016; in the data active = inhibition above about 21%;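 note: UHRF1 SRA domain binding a hemimethylated CpG hairpin DNA probe; 0% = median of test compound wells and 100% = reference inhibitor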
# mABHD4 FP: ABHD4 (mouse) inhibition, primary FP screen. 370,000 tested, 0.54% active. AID 720543. purified mABHD4, FP-Rh probe fluorescence polarization. inhibition, % at 8.92 µM;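 active = inhibition exceeding the mean over every tested compound plus 3 SD, cut at about 30% in these data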;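 note: 0% = plate median of compound wells and 100% = S159A mutant with DMSO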
#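 assay system = mABHD4 protein | compound dosing = single nominal dose of 8.92 µM, 0.89% DMSO final | read-out basis = percent inhibition of probe binding, normalized to plate controls | schedule = Enzyme–compound pre-incubation 45 min, then probe 60 min, both 25 °C | detection = fluorescence polarization, excitation 525 nm, emission 598 nm, BODIPY TMR filters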
# HTRA1 inh: inhibitors of human serine peptidase HTRA1; 340,000 tested, 0.5% active; inhibition, % at 5.96 µM; AID 504803; Q92743; recombinant HTRA1, FP-rhodamine activity-based probe, fluorescence polarization; in the data active = inhibition above about 36%;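 note: 0% = enzyme with DMSO and 100% = wells lacking enzyme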
# Target sequence (Q92743 whole entry, looked up): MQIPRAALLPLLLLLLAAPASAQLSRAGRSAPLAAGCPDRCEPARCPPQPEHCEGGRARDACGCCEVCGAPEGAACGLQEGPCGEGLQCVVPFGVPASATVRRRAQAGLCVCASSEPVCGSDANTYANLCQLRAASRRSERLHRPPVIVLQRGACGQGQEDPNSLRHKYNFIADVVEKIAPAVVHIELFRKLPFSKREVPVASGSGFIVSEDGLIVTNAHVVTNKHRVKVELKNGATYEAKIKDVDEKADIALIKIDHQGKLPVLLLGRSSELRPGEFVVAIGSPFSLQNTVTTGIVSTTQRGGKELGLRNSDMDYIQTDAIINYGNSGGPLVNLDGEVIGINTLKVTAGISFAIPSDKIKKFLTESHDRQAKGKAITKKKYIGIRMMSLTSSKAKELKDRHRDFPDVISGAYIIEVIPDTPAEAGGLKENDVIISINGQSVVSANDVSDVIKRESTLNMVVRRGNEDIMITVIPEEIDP
# TCR CD3 inh: blocks the human TCR-CD3 interaction; TAMRA-labeled TCR probe fluorescence, biochemical; AID 651800; inhibition, % at 9.4 µM; 360,000 tested, 0.37% active; in the data active = inhibition above about 19%;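 note: recombinant mutant TCR 2C K166C tagged with TAMRA read by polarization; 0% = receptor in buffer alone and 100% = receptor with positive control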
# PG9 Ab binder: small molecules binding HIV-1 gp120 antibody PG9 | TR-FRET gp120-PG9 antibody binding | inhibition, % at 6.7 µM | AID 624416 | 360,000 tested, 0.43% active; in the data active = inhibition above about 8.5%
# Active calls of the source: *; / = no result given. Rows were taken by chance; overall some 4.2% were active at least once.
cpd	compound	SIAE primary	TCR CD3 inh	HTRA1 inh	mABHD4 FP	PRMT1 FP inh	TDP2 absorb	Tn7 DDE FP	LEDGF integ inh	PG9 Ab binder	UHRF1 binding
1	CCN(CC(=O)Nc1ccc(NC(C)=O)cc1)C(=O)CCCSc1nc2ccccc2[nH]1	-12	-5	-6	-6	-3	-11	-9	5	-0.5	4
2	COC(=O)[C@@]12C[C@@H](CC(=O)N3CCOCC3)C(=O)N(Cc3cccc4ccccc34)C1=CCC(C)(C)C2	-4	-1	/	-3	1	4	-3	2	-1.7	-1
3	COc1ccc(CC(=O)NCCS(=O)(=O)N2CCN(c3ccccc3)CC2)cc1	7	-2	-4	2	0	-1	-4	3	-1.9	7
4	COc1cccc(C(=O)Nc2nc(SCc3ccc(Cl)cc3)n[nH]2)c1	-4	0	12	-8	1	-6	6	-3	-0.4	0
5	CC1=NNC(=O)C1C(c1ccc(F)cc1)C(C#N)C#N (configuration not stated)	0	6	1	-2	6	-9	-4	1	0.1	-1
6	CCOc1ccc2oc(C(=O)NCC3CCCO3)c(C)c2c1 (configuration not stated)	-1	1	-2	8	0	1	-3	4	-1.5	-2
7	O=C(c1ccc(N2C(=O)C3CC=C(Cl)CC3C2=O)cc1)N1CCCCC1 (configuration not stated)	7	4	-2	5	1	-2	1	-2	1.6	-2
8	COc1ccc2c(CC(=O)OCC(=O)Nc3cccc(C)c3)coc2c1	-9	-5	-20	3	5	10	2	2	1.4	3
9	O=C(NCc1ccccc1)c1ccc(=O)[nH]n1	1	3	10	-5	1	-5	2	-2	-0.6	5
10	Cc1ccc(CN(C(=O)N2CCN(C)CC2)S(=O)(=O)c2ccc(C)cc2)cc1	-7	2	1	4	-3	-12	-3	5	-0.9	-2
11	COc1ccc(-n2c(=O)c3ccccc3n(CC(=O)NCc3ccco3)c2=O)cc1	10	6	0	-2	-4	-4	2	2	-1.3	-1
12	CN(Cc1cc(=O)n2ccsc2n1)c1ccccc1	2	1	0	1	1	1	-2	0	-1.1	-1
13	Cc1ccc([C@H]2C(C(=O)O)=CC[C@@H](c3cccs3)N2S(=O)(=O)c2ccc(C)cc2)cc1	1	6	-7	12	3	-2	6	-1	0.9	0
14	Cc1cc(NC(=O)CCC(=O)N(Cc2ccco2)C(C(=O)NC2CCCCC2)c2ccccc2)no1 (configuration not stated)	0	-13	-7	4	3	-5	2	0	-0.3	-2
15	CCCC(=O)Nc1ccc(NC(=O)c2cccc(OC)c2)cn1	0	0	-13	-5	-3	-3	-2	0	0.0	-1
16	CCc1nnc(NS(=O)(=O)c2ccc(N/C=C\C(=O)c3ccc(C)cc3)cc2)s1	-13	-4	-20	8	3	1	-1	3	1.8	1
17	COCCSc1nc2c(c(=O)[nH]c(=O)n2C)n1CCCc1ccccc1	-2	-5	1	-3	2	8	-6	-4	-1.5	-1
18	CC(C)(C)OC(=O)N1CCC[C@H]1c1nnc(SC/C=C/c2ccccc2)o1	-1	-9	-4	2	9	-4	-8	-5	-0.6	5
19	COc1cccc2sc(N(CCCN(C)C)C(=O)COc3ccc(Cl)cc3)nc12	2	0	9	4	1	5	4	0	-1.1	-3
20	O=C(Nc1nccs1)c1ccc(COc2c(F)c(F)cc(F)c2F)o1	-3	-5	-7	-11	7	-3	-1	-5	0.8	-1
21	O=C(Nc1ccc2oc(=O)ccc2c1)c1cccnc1	-6	-2	-4	-2	-2	-21	-2	6	-3.5	3
22	CCOP(=O)(OCC)c1nc(-c2cccc3ccccc23)oc1NCc1ccc(OC)cc1	6	-5	-60	6	-1	-20	-4	6	-1.3	24*
23	N#Cc1ccc(C(=O)OCC(=O)NC2CCCC2)cc1	8	9	1	2	2	-1	7	-1	-1.4	12
24	N#Cc1c2n(c3c(=O)n(CC(=O)c4ccc([N+](=O)[O-])cc4)cnc13)CCCCC2	3	7	7	3	0	2	-8	-1	-0.8	3
25	COc1cc(/C=N/Nc2nc3ccccc3[nH]c2=O)ccc1O	14	0	0	8	-1	-2	-4	1	-2.0	0
26	CCOC(=O)N1CCN(S(=O)(=O)c2ccc(C(=O)Nc3nnc(CSC)o3)cc2)CC1	-3	0	6	1	0	1	-5	0	-1.9	31*
27	O=C(c1ccc(F)cc1)N1C2CCC1CC(O)(c1ccc(F)cc1)C2 (configuration not stated)	2	5	10	3	-1	-3	1	-2	0.5	1
28	O=C(c1cc2cc(Cl)ccc2[nH]1)N1CCCCC1	-21	4	-17	-2	-1	-3	-4	2	-2.4	-1
29	COc1cc2oc(=O)cc(C)c2c(OC)c1OC	-7	0	-4	3	0	-3	5	1	-0.5	2
30	CCC1CCCCN1C(=O)COC(=O)c1cncc(Br)c1 (configuration not stated)	0	-4	1	-2	0	-5	-5	2	1.1	-1
31	COc1ccc(S(=O)(=O)N2CCC(C(=O)Oc3ccc(C)cc3)CC2)cc1OC	0	4	-3	-5	-1	0	-1	1	0.7	0
32	CCC(=O)Nc1cccc(C2=NOC3(C2)C[C@@H](C(N)=O)N(C(=O)CC)C3)c1 (some centres not stated)	1	2	-1	-6	5	2	-1	-2	0.2	1
33	Cc1cc(NC(=O)/C=C/C(=O)N(CC(=O)NC2CCCC2)c2cccc3ccccc23)no1	-3	3	2	0	2	-9	6	-4	-0.6	4
34	CCc1cc2cc(C(=O)N3CCN(Cc4ccccc4)CC3)sc2s1	-5	5	-37	0	3	1	8	-2	-0.3	-2
35	COc1ccc(C2=NOC3(CC(=O)N(c4ccc(F)cc4)C3=O)C2)c(OC)c1 (configuration not stated)	-6	-6	-17	2	1	4	3	-5	0.7	14
36	Cc1ccc(S(=O)(=O)Nc2ccc(C(=O)OCC(=O)N(CCC#N)c3ccccc3)cc2)cc1C	-4	3	-11	-18	-1	7	6	1	0.1	-1
37	O=C(Nc1ccc2c(c1)OCO2)c1cc(C2CCCCN2C(=O)OCCF)on1 (configuration not stated)	6	-1	/	0	-2	-9	-4	0	-0.7	0
38	Cc1nn2c(NCc3cccnc3)c3c(nc2c1-c1ccccc1)CCC3	6	3	6	3	-2	5	-3	1	1.2	1
39	COc1cc(/C=C/c2ccc3c([N+](=O)[O-])cccc3n2)ccc1OCC(=O)O	-2	5	11	5	0	7	2	6	-1.6	2
40	O=C(/C=C/[C@H]1O[C@@H](n2cnc3c(NC(=O)c4ccccc4)ncnc32)[C@H](O)[C@@H]1O)NCC(c1ccccc1)c1ccccc1	-14	2	/	-10	4	0	7	4	-0.9	-1
41	Cc1cccc(C)c1NC(=O)CN(C)C(=O)C1CC1C (configuration not stated)	-3	2	4	-6	-2	2	-8	7	-1.6	2
42	CC(=O)c1cccc(S(=O)(=O)N2CCC(C(=O)N(C)Cc3ccc(Cl)s3)CC2)c1	-2	5	-6	3	3	-6	9	1	1.3	-3
43	COC(=O)c1c(NC(C)=O)sc2c1CCN(Cc1ccccc1)C2	2	1	-6	6	-3	-3	-2	-4	-2.2	-2
44	COc1cccc(-c2cccc3c2NC(=O)C3(C)Cc2ccccc2F)c1 (configuration not stated)	3	-5	/	-2	0	4	-1	-1	0.5	-2
45	CC(=O)NCCc1nc2cc(NC(=O)COc3ccc(C)cc3)ccc2n1C	1	-4	-3	0	2	10	-1	3	0.4	1
46	CCOc1ccc(NCC(=O)N/N=C/C=C/c2ccccc2)cc1	8	-1	-14	7	3	6	-1	-5	-3.9	-2
47	Cc1cc(C)n2nc(SCC(=O)NC3CCCC(C)C3C)nc2n1 (configuration not stated)	1	0	1	-1	-1	13	9	1	0.2	-2
48	O=C1C2CCCN2C(=O)N1CCN1CCN(CCO)CC1 (configuration not stated)	11	-4	8	4	2	9	-10	0	-0.6	-2
49	CSc1ccc(C2NC(=O)CCC2[N+](=O)[O-])cc1 (configuration not stated)	-2	14	3	-1	1	-8	-7	-2	0.0	0
50	Cc1sc2ncnc(N3CCC(C(=O)Oc4cccc(Cl)c4Cl)CC3)c2c1C	-6	1	3	1	-3	-5	-2	-1	-1.0	-2

# The listing continues.
cpd	compound	SIAE primary	TCR CD3 inh	HTRA1 inh	mABHD4 FP	PRMT1 FP inh	TDP2 absorb	Tn7 DDE FP	LEDGF integ inh	PG9 Ab binder	UHRF1 binding
51	O=C(CSc1cn(CCNC(=O)c2ccccc2F)c2ccccc12)NCC1CCCO1 (configuration not stated)	5	3	0	-6	0	19	-4	1	-1.1	-2
52	COc1cccc(C2C(C#N)=C(N)OC3=C2C(=O)CCC3)c1OC(=O)c1ccco1 (configuration not stated)	0	3	-1	-3	-4	8	2	1	-0.3	-1
53	S=c1[nH]c2cnccc2n1Cc1ccccc1	6	-2	-2	3	4	13	2	-2	-1.5	2
54	COc1ccccc1/C=C(\C#N)C(=O)c1cccn1C	-5	-4	1	2	2	12	1	0	1.4	2
55	Fc1ccccc1CN1CCCC(NC2CCC2)C1 (configuration not stated)	5	-7	4	-2	-1	3	4	1	-3.0	-3
56	Cc1ccc(-n2c(SCC(=O)NCc3cccs3)nnc2-c2ccoc2C)cc1	-1	6	2	-6	-1	-2	1	2	0.7	-1
57	CN(CC(=O)Nc1cccc(F)c1)C(=O)c1ccccc1-n1cnnn1	7	-8	-1	-6	5	12	5	-2	-0.4	6
58	Oc1ccccc1/C=N/NC1=NCCCCC1	10	3	1	6	1	5	2	-2	1.2	5
59	Cc1ccc(CNC(=O)[C@H]2O[C@@H](n3ccc(N)nc3=O)[C@H](O)[C@@H]2O)o1	25*	3	/	6	0	-1	0	-13	1.4	-2
60	COc1cccc2c(SCC(=O)N/N=C/c3ccc(O)c(O)c3)cc(C)nc12	5	45*	/	29	29*	-9	-5	10	-3.4	8
61	CC(=O)c1ccc(NC(=O)N[C@@H](Cc2ccccc2)C(=O)O)cc1	7	1	7	-1	2	-3	-2	-1	-0.3	3
62	CCOC(=O)c1cccc(COC(=O)c2cccc(-c3nnc(-c4ccccc4)o3)c2)c1	-2	-8	5	2	4	0	-2	-3	1.4	3
63	CCOc1ccccc1NC(=O)CN(C)S(=O)(=O)c1ccc(OC)c(C)c1	-2	-12	-5	2	3	-5	-1	-1	2.3	1
